# Screening data deposited in PubChem by several laboratories.
# TNAP inh hiacc = TNAP (human) inhibition, high acceptor; P05186; purified TNAP, CDP-star luminescence, 1 M DEA; inhibition, % at 20 µM; hit rate 0.03% among 200,000; AID 1135;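 active means over 50% inhibition of tissue-nonspecific alkaline phosphatase at 20 µM in the single-dose screen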;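 further: plate controls were DMSO wells for no effect and EDTA-quenched wells as full inhibition for full effect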
# Target sequence (P05186 whole entry, looked up): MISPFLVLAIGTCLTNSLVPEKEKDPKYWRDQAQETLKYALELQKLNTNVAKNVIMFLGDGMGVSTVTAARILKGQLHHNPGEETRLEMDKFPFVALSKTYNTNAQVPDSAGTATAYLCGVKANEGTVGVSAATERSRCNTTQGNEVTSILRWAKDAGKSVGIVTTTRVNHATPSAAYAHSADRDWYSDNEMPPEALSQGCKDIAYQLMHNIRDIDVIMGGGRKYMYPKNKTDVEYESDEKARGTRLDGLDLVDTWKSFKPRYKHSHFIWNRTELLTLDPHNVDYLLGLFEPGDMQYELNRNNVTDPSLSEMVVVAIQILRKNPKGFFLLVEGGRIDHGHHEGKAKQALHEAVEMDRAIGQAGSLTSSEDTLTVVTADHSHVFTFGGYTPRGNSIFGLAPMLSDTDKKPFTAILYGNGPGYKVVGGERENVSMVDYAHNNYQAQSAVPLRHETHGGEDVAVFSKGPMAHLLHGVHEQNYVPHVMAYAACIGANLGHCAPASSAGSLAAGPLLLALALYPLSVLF
# TNAP act hi DEA = increases human TNAP activity under high phosphate acceptor concentration | P05186 | purified TNAP, CDP-star luminescence, 1 M DEA, 30 min; hits give high values; 0 = EDTA background, 1 = DMSO-only activity | activation factor at 20 µM | 200,000 tested, under 10 active;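 active means activation factor at least 2 at 20 µM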
#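 Dosing: 20 µM single point. System: human TNAP. Amount: TNAP 1/800 final. Incubation: 30 min, room temperature. Read-out: TNAP activation factor scaled between EDTA and DMSO control wells. Signal: luminescence from CDP-star hydrolysis. Medium: 1 M DEA, pH 9.8, Mg2+, Zn2+. Control set: EDTA negative control, DMSO positive control.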
# bIAP inhibitor = blocks bovine intestinal alkaline phosphatase activity; purified bovine IAP, CDP-star luminescence, 30 min; inhibition, % at 20 µM; 190,000 tested, under 10 active;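 active means over 50% inhibition of intestinal alkaline phosphatase at 20 µM in the single-dose screen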
#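 Incubation: 30 min reaction at room temperature / Material: purified bovine intestinal alkaline phosphatase (IAP) enzyme / Input: enzyme at 1/65,000,000 dilution / Dosing: 20 µM single dose / Signal: CDP-star luminescence signal / Reagent: CDP-star chemiluminescent phosphatase substrate, 30 µM final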
# HMGR II inh = inhibitors of class II HMG-CoA reductase from Enterococcus faecalis. inhibition, % at 10 µM. purified E. faecalis HMGR, NADPH absorbance 340 nm kinetic. hit rate 0.41% among 190,000;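 active means inhibition above a set limit, the median over all tested compounds plus 3 SD, cut at about 9.5% in these data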;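 further: enzyme runs in reverse so mevalonate oxidation gives rising NADPH absorbance; 0% = complete reaction with DMSO and 100% = background rate lacking mevalonate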
# bIAP act = intestinal alkaline phosphatase (bovine) activation; purified bovine IAP, CDP-star luminescence, 30 min; hits give high values; fold of DMSO-control signal, blank-subtracted; activation factor at 20 µM; hit rate 0.17% among 200,000;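 active means activation factor of 2 or more at 20 µM, a signal rise over negative controls twice the positive control's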
# PPARg SRC3 recr = PPARgamma-driven SRC-3 recruitment agonism; P37231; biochemical PPARgamma/SRC-3 coactivator recruitment assay; activation, % at 8 µM; hit rate 0.26% among 200,000; AID 731; in the data active means activation above about 23%;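 further: 0% = DMSO and 100% = reference agonist; some compounds past the cut are filed as inactive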
# Target sequence (P37231 whole entry, looked up): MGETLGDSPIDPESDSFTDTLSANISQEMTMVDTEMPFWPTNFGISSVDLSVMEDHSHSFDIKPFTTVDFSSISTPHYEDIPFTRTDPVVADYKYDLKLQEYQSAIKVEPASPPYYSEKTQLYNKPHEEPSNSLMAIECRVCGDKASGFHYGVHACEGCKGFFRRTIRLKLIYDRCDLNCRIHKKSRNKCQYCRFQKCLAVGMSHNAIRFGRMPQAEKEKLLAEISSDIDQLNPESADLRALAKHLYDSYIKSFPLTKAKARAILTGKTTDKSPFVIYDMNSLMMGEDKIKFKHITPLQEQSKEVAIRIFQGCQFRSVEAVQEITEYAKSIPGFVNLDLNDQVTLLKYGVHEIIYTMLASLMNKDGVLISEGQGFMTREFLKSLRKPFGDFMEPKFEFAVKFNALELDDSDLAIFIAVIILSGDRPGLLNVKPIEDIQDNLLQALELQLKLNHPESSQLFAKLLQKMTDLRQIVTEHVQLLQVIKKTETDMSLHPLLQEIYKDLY
# PPARg SRC2 recr = promotes SRC-2 coactivator recruitment by human PPARgamma; P37231; PPARgamma LBD-SRC-2 recruitment, biochemical; activation, % at 8 µM; hit rate 0.34% among 200,000; in the data active means activation above about 22%;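 further: 0% = vehicle and 100% = reference agonist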
# TNAP inh noacc = inhibitors of human TNAP without phosphate acceptor | hit rate 0.26% among 200,000 | purified TNAP, CDP-star luminescence, 30 min | P05186 | AID 1012 | inhibition, % at 20 µM;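 active means tissue-nonspecific alkaline phosphatase inhibition above about 50% at 20 µM in the single-dose screen, limit read from the data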;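 further: 0% = DMSO negative control and 100% = EDTA positive control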
# TR-FRET SRC-2 ct = TR-FRET artefact, counter-screen to PPARgamma/SRC-2 agonist assay. hits give high values. TR-FRET ratio at 8 µM. hit rate 0.4% among 200,000. AID 1049; in the data active means TR-FRET ratio above about 2000; further: inactives centre near 1500
# PPARg SRC-1 ag = PPARgamma-driven SRC-1 recruitment agonism | activation, % at 8 µM | PPARgamma-SRC-1 coactivator recruitment biochemical assay | hit rate 0.41% among 200,000 | AID 631 | P37231; in the data active means activation above about 19%;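 further: 0% = DMSO and 100% = reference agonist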
# * hit, by the source's call. Rows are unselected; about 1.6% have a hit in one of these screens.
SMILES,TNAP inh hiacc,TNAP act hi DEA,bIAP inhibitor,HMGR II inh,bIAP act,PPARg SRC3 recr,PPARg SRC2 recr,TNAP inh noacc,TR-FRET SRC-2 ct,PPARg SRC-1 ag
CC(C)NC(=O)COC(=O)c1ccc(Cl)c(S(=O)(=O)N2CCCC2)c1,-7,1.1,6,0,0.9,-1,4,-3,1542,1
COc1ccc(N(CCCN2C(=O)c3cccc4cccc(c34)C2=O)C(=O)c2ccncc2)cc1,0,1,-6,-2,1.1,5,5,3,1374,6
O=C(NCc1cccs1)C1CC(c2ccccc2O)=NO1 (stereo not drawn),-10,1.1,23,0,0.8,-12,3,-8,1510,-5
O=C(O)c1cc(-c2ccccn2)n[nH]1,-9,1.1,-54,0,1.5,-7,-3,-10,1488,1
COc1cccc(-c2nnc(NC(=O)c3ccc(S(=O)(=O)N4CC(C)OC(C)C4)cc3)o2)c1 (stereo not drawn),-5,1,-3,2,1,0,-3,-10,1368,-6
C/C(=N\NC(=O)Cc1cccn1C)c1ccc2ccccc2c1,-3,1,6,-1,0.9,-5,-3,-14,1451,-1
CCOC(=O)C1CCN(C(=O)COc2ccc(S(=O)(=O)NC(C)C)cc2Cl)CC1,-1,1,5,-2,1,-8,-4,-7,1313,5
CSc1ccc(/C=C(/NC(=O)c2ccc(C)cc2)C(=O)Nc2cccc(F)c2)cc1,3,1,8,-5,0.9,1,5,-14,1592,5
COc1ccc(C2SCC(=O)N2c2c(C)n(C)n(-c3ccccc3)c2=O)cc1 (stereo not drawn),-6,1.1,2,-8,1,-8,-3,4,1498,-4
Nn1c(SCC(=O)N2CCN(S(=O)(=O)c3ccccc3)CC2)nnc1-c1cccs1,-4,1,9,5,0.9,12,4,-10,1450,6
CC1CCN(C(=O)CN(c2ccc(Cl)c(C(F)(F)F)c2)S(C)(=O)=O)CC1,-1,1,-1,-1,1,1,0,-18,1617,-1
Nc1nc(CN2CCN(c3ccccc3F)CC2)nc(Nc2ccccc2)n1,-1,1,0,-9,1,9,9,-5,1745,9
CC(Sc1nc(-c2ccccc2)cc(=O)[nH]1)C(=O)O (stereo not drawn),-1,1,12,-7,0.9,10,3,-5,1582,2
Brc1ccc(C2CC(c3ccccc3)=Nc3ccccc3N2)cc1 (stereo not drawn),-1,1,8,-2,0.9,1,16,-8,1549,-1
O=C(CCNC(=O)c1ccccc1)N=Nc1c(O)[nH]c2ccccc12,-2,1,-42,-3,1.4,2,1,-20,1728,3
CCOC(=O)c1ccc(Nc2cnc3ccccc3n2)cc1,0,1,19,1,0.8,4,2,-2,1444,11
CCCC(CCC)C(=O)OC1C[C@H]2CC[C@@H](C1)[N+]2(C)C (stereo partly drawn),-1,1,8,-11,0.9,3,2,-7,1636,10
O=C(N/N=C/c1ccncc1)c1ccc(NS(=O)(=O)c2cccs2)cc1,-9,1.1,-20,1,1.2,-1,-2,-14,1558,9
CC1CCc2nc(NC(=O)Cc3cccs3)sc2C1 (stereo not drawn),-10,1.1,15,-3,0.8,5,4,-1,1503,1
COc1ccc(CNC(=O)CSc2nn3c(=O)c(C(C)(C)C)nnc3s2)cc1OC,-2,1,14,6,0.9,4,1,-11,1458,-1
CCN(CC)CCCNC(=O)c1ccc(OCC(=O)Nc2ccccc2C(F)(F)F)c(OC)c1,-4,1,-15,-3,1.2,-2,-6,-16,1394,0
O=C(C1=C(O)C(=O)N(CCOCCO)C1c1cccs1)c1cccs1 (stereo not drawn),-2,1,2,2,1,18,8,-3,1652,16
COCCn1c(C)cc(C(=O)CSc2nc(C)cc(C)c2C#N)c1C,-2,1,4,0,1,8,-3,-5,1440,-2
O=C(Nc1ccccc1F)c1cc2nc(C(F)F)cc(C(F)F)n2n1,1,1,29,0,0.7,5,17,-6,1628,3
COc1cccc(OCCOCC(O)CN2CCN(Cc3ccc(Cl)cc3)CC2)c1 (stereo not drawn),-1,1,10,-2,0.9,0,4,-6,1526,-4
O=C(NCc1ccc(Cl)c(Cl)c1)c1cccnc1,-2,1,12,-6,0.9,0,-8,-1,1347,-7
CSc1nnc(-c2cnccn2)n1CCCN1CCCC1=O,-9,1.1,5,1,1,-7,-6,-18,1396,-8
C=CCn1c(C)nc2ccccc2c1=O,0,1,12,-3,0.9,5,3,-4,1531,3
COc1ccccc1N1CCN(C(=O)CC2NC3CCCCC3NC2=O)CC1 (stereo not drawn),2,1,6,-2,0.9,6,5,-14,1643,2
O=C(Nc1nc(-c2ccc(F)cc2)cs1)C1CCCO1 (stereo not drawn),0,1,9,0,0.9,0,-2,-3,1455,0
CCN(CC)C(=O)C1=C(C)NC(=S)NC1c1cn(-c2ccccc2)nc1-c1ccc(Cl)cc1 (stereo not drawn),-1,1,-1,0,1,16,0,0,1730,0
CCCN1C(=O)c2ccccc2NC1c1ccc(OC)cc1O (stereo not drawn),-6,1.1,1,-3,1,-5,1,-16,1393,0
O=C(NC1CC2CCC(C1)N2C(=O)NC1CCCCC1)NC12CC3CC(CC(C3)C1)C2 (stereo not drawn),-7,1.1,-87,0,1.9,-1,3,-17,1513,8
Cc1ccc(CCNC(=O)C2CCN(S(=O)(=O)c3c(C)nn(C)c3C)CC2)cc1,-5,1.1,-2,-10,1,16,2,-3,1578,3
Cc1cc(C)nc(N/N=C/c2ccccc2OCc2ccc([N+](=O)[O-])cc2)n1,-5,1.1,-26,-8,1.3,0,-7,-1,1476,-4
COc1ccc(-c2nc(-c3ccc(NC(=O)c4ccncc4)cc3)no2)cc1OC,0,1,-4,-5,1,14,14,4,1560,-4
COc1ccc(Oc2c(Cl)cnn(-c3ccc(Cl)c(Cl)c3)c2=O)cc1,0,1,10,-2,0.9,3,4,-7,1660,6
CCCc1nc([N+](=O)[O-])c(S(=O)(=O)c2ccccc2)n1CC(C)C,-2,1,-7,1,1.1,-3,5,-7,1556,-6
CCCCC(=O)N(Cc1ccc2c(c1)OCO2)Cc1nc2ccccc2c(=O)[nH]1,-2,1,4,4,1,5,3,-3,1429,-8
CCOC(=O)N1CCN(C(=S)NC(=O)c2cc(Br)ccc2Cl)CC1,-6,1.1,-10,2,1.1,1,5,-11,1590,-1

# A stretch taken from the entries so far, as a working copy:
SMILES,TNAP inh hiacc,TNAP act hi DEA,bIAP inhibitor,HMGR II inh,bIAP act,PPARg SRC3 recr,PPARg SRC2 recr,TNAP inh noacc,TR-FRET SRC-2 ct,PPARg SRC-1 ag
CSc1nnc(-c2cnccn2)n1CCCN1CCCC1=O,-9,1.1,5,1,1,-7,-6,-18,1396,-8
C=CCn1c(C)nc2ccccc2c1=O,0,1,12,-3,0.9,5,3,-4,1531,3
COc1ccccc1N1CCN(C(=O)CC2NC3CCCCC3NC2=O)CC1 (stereo not drawn),2,1,6,-2,0.9,6,5,-14,1643,2
O=C(Nc1nc(-c2ccc(F)cc2)cs1)C1CCCO1 (stereo not drawn),0,1,9,0,0.9,0,-2,-3,1455,0

# Shown as labelled records: part of the list above.
COc1ccc(-c2nc(-c3ccc(NC(=O)c4ccncc4)cc3)no2)cc1OC
  TNAP inh hiacc: 0 | TNAP act hi DEA: 1 | bIAP inhibitor: -4 | HMGR II inh: -5 | bIAP act: 1 | PPARg SRC3 recr: 14 | PPARg SRC2 recr: 14 | TNAP inh noacc: 4 | TR-FRET SRC-2 ct: 1560 | PPARg SRC-1 ag: -4
COc1ccc(Oc2c(Cl)cnn(-c3ccc(Cl)c(Cl)c3)c2=O)cc1
  TNAP inh hiacc: 0 | TNAP act hi DEA: 1 | bIAP inhibitor: 10 | HMGR II inh: -2 | bIAP act: 0.9 | PPARg SRC3 recr: 3 | PPARg SRC2 recr: 4 | TNAP inh noacc: -7 | TR-FRET SRC-2 ct: 1660 | PPARg SRC-1 ag: 6

# The listing continues:
SMILES,TNAP inh hiacc,TNAP act hi DEA,bIAP inhibitor,HMGR II inh,bIAP act,PPARg SRC3 recr,PPARg SRC2 recr,TNAP inh noacc,TR-FRET SRC-2 ct,PPARg SRC-1 ag
COC(=O)C1=C(C)NC2=C(C(=O)CCC2)C1c1coc2ccccc2c1=O (stereo not drawn),0,1,7,3,0.9,-4,2,-8,1553,-2
CCn1cc(C=O)c2cc(S(=O)(=O)N3CCOCC3)ccc21,-5,1.1,8,-1,0.9,1,6,-14,1789,5
Cc1ccc2nc(/C=C/c3cccc(F)c3)ccc2c1,-4,1,1,-2,1,2,5,-12,1516,4
FC(F)(F)c1cccc(NC(=S)NC(c2ccccc2)c2ccccc2)c1,-3,1,13,-5,0.9,3,8,-38,1634,2
Cn1nnnc1SCC1=C(C(=O)O)N2C(=O)C(NC(=O)Cn3nc(C(F)F)cc3C3CC3)C2SC1 (stereo not drawn),-1,1,-13,-4,1.1,-2,-9,-10,1499,6
CCN(CC)C(=O)Oc1ccc2c(=O)c(-c3ccc(OC)cc3)coc2c1,-6,1.1,14,0,0.9,4,7,-10,1490,6
CCCCNC(=O)c1cc(-c2ccc(OC)c(OC)c2)on1,-5,1.1,12,-6,0.9,1,7,-12,1603,0
Cc1cc(C)c[n+](-c2[nH]c(=O)sc2/C=N/N=C(\N)[S-])c1,7,0.9,-1,2,1,2,4,-6,1777,9
N#CC(C#N)=c1ccc2c(c1)NC1(CCCCC1)N=2,29,0.7,20,-8,0.8,29*,28*,24,1919,39*
CCOC(=O)c1c(C)[nH]c(N=Nc2cccc(OC)c2)c1C,23,0.8,25,-3,0.7,-2,-2,22,1575,-3
COCCNC(=O)COC(=O)CSCc1nc2ccccc2s1,-8,1.1,6,-7,0.9,-14,4,-11,1581,10
CN(C)S(=O)(=O)c1ccc(NC(=O)COC(=O)CC2CC3CCC2C3)cc1 (stereo not drawn),-5,1.1,1,-3,1,1,3,-6,1621,3
Cn1cc(Cl)c(C(=O)Nc2nc3ccccc3s2)n1,0,1,3,-3,1,11,7,6,1773,-2
CCOc1ccccc1NC(=O)CSc1nnc(Cc2cccn2C)n1-c1ccc(F)cc1,-1,1,-8,-2,1.1,5,-3,-2,1626,5
CCCS(=O)(=O)N1CCCC(c2nc(-c3cccc(OC)c3)no2)C1 (stereo not drawn),-6,1.1,-9,-6,1.1,-2,4,-9,1339,1
CC(NC(=O)Cc1cccs1)c1ccc2c(c1)OCO2 (stereo not drawn),-3,1,8,1,0.9,2,8,-10,1338,0
